RAD54 inh: inhibitors of human RAD54 branch migration, primary screen, biochemical, fluorescence, single point; RAD54 Holliday junction branch migration, FAM/BHQ fluorescence; inhibition, % at 10.4 µM; actives 0.14% (n = 360,000); AID 602329, 2012;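 active means mean normalized replicate activity at least 40 and at least half of replicates scoring 40 or more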;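 further: 0% = median of neutral control wells and 100% = median of positive control wells; inhibitors cause a drop in the FAM fluorescence signal; in these data hits start at about 50%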
RAD52 anneal inh: RAD52 DNA annealing inhibitors, primary screen, biochemical, FRET, single point, set 2; DNA repair protein RAD52 homolog (Homo sapiens), P43351; recombinant RAD52 DNA annealing, FRET fluorescence; inhibition, % at 18.7 µM; actives 0.46% (n = 360,000); AID 651710, 2012;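 active means every replicate showing at least 50% inhibition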
XiGFP reactiv: activators of inactive X chromosome reactivation, primary screen, imaging, XiGFP fibroblasts, GFP high-content imaging, set 2 | actives 0.055% (n = 360,000) | activation, % at 7.58 µM | AID 743238, 2013 | XiGFP mouse fibroblasts, % GFP-positive cells imaging, 3 d; cells co-treated with 5-aza-dC sensitizer; scaled so ellipticine positive control = 100%;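 active means mean normalized replicate activation at least 10% and every replicate at or above 10%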;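 further: 0% = median of on-plate neutral control wells and 100% = ellipticine 6 µM median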
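System: 68-5-11 XiGFP fibroblast line; Timing: 3 days compound exposure; Compound dosing: one concentration, pinned; Benchmarks: positive control ellipticine, 6 µM final; Buffer or medium: DMEM containing 5-aza-dC.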
Casp6 inh: human caspase-6 inhibitors, primary screen, biochemical, VEID-R110 fluorescence, single point, set 2. AID 686996, 2013. P55212. inhibition, % at 12.5 µM. actives 0.53% (n = 350,000). purified caspase-6, Z-VEID-R110 cleavage fluorescence;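 active means mean inhibition across replicates at least about 35%, with every replicate also reaching that limit, limit read from the data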;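 further: 0% = median of neutral control wells and 100% = no fluorescence left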
E-selectin induc: E-selectin induction in HUVECs, primary screen, imaging, HUVEC, immunofluorescence imaging, single point; normalized: neutral wells 0, TNF-alpha wells 100; activation, % at 7.58 µM; actives 0.37% (n = 260,000);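 active means mean E-selectin-positive cell signal at least 10% of the positive control, reached in at least 60% of replicates, without over 20% cell loss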;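 further: in these data hits start at about 27%; measured in HUVEC primary endothelial cells; signal is the percent of cells scored E-selectin positive by PE staining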
Target sequence (P16581 whole entry, looked up): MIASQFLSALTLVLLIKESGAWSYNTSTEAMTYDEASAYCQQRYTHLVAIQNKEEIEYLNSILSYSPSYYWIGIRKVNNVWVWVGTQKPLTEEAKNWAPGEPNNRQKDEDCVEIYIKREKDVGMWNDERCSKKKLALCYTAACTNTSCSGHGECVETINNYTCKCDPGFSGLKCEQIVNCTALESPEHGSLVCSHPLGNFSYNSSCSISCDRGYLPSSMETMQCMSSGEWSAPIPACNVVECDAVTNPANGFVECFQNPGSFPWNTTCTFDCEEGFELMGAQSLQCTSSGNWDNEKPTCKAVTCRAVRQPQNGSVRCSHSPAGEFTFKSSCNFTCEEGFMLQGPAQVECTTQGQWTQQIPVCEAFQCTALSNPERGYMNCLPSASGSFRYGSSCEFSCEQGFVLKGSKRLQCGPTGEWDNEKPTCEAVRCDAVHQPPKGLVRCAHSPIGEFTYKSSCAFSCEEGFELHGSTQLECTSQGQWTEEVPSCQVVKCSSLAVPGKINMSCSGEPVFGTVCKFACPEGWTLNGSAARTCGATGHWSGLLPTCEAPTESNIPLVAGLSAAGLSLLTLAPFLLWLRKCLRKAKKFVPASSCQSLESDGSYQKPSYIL
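System: HUVEC / Compound: single concentration / Signal: immunofluorescence imaging / Read-out: percent E-selectin-positive cells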
DENV2 CPE rescue: inhibitors of DENV2 cytopathic effect, primary screen, cell-based, plate reader, single concentration; DENV2-infected cells, cytopathic effect rescue; CPE inhibition, % at 9.99 µM; actives 1.7% (n = 350,000); in the data active means CPE inhibition above about 20%, passing the limit was not always enough; tested in BHK-21 cells;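 further: 0% = median of neutral control wells and 100% = median of positive control wells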
CFTR F508del cor: F508del CFTR correction, initial screen, CFBE line, single point; activity (quench increase), % at 7.58 µM; actives 0.36% (n = 350,000); CFBE cells, YFP halide quenching; stimulated with forskolin plus potentiator P3; % fluorescence drop versus neutral controls;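 active means mean added fluorescence quench of at least 8% versus neutral control, with both replicates also reaching 8%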;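 further: cells transiently co-express mutant CFTR-F508del with the halide-sensitive YFP; corrector assay measuring rescue of mutant channel to the surface after 24 h compound exposure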
GSIS activator: GLuc luminescence reporter in INS-1E cells, primary screen for activators of glucose-dependent secretion of insulin | activation, % at 16.6 µM | INS-1E GLuc reporter insulin secretion, 2-3 h | AID 743287, 2014 | actives 0.61% (n = 370,000);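 active means lowest replicate activation of at least 40%, so every replicate reaches that level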;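 further: 0% = median of neutral control wells and 100% = median of IBMX positive control wells; some compounds called inactive have numbers as strong as hits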
* marks the source's active call; other numbers are inactive results; nt = no result given. Rows were taken by chance; any-hit rate near 3.7%.

The opening four compounds, ahead of the listing:
Abbreviations: A = RAD54 inh; B = RAD52 anneal inh; C = XiGFP reactiv; D = Casp6 inh; E = E-selectin induc; F = DENV2 CPE rescue; G = CFTR F508del cor; H = GSIS activator
COc1ccc2c3c([nH]c2c1)[C@H](CO)N(C(=O)Nc1cccc(F)c1)CC31CCN(CC2CC2)CC1
  A: nt	B: 24.8	C: 0.4	D: 0.3	E: -0.4	F: -2.2	G: -0.9	H: -3.5
CCc1cccc(NC(=O)CCS(=O)(=O)c2cc3c(cc2C)NC(=O)CO3)c1
  A: 8.7	B: -3.0	C: 0.0	D: -2.6	E: nt	F: 2.3	G: -1.3	H: nt
Cc1cccc(N(C(=O)c2csnn2)C(C(=O)NC(C)(C)C)c2cccnc2)c1 (stereo not drawn)
  A: nt	B: -7.2	C: -0.4	D: -0.8	E: -1.3	F: -1.2	G: 1.2	H: 5.2
COc1ccccc1-c1cc(-c2ccccc2)nc(=O)[nH]1
  A: 9.5	B: -13.3	C: 0.4	D: -0.2	E: -0.1	F: 0.7	G: 4.2	H: 38.8

The list itself, from the first entry:
Abbreviations: A = RAD54 inh; B = RAD52 anneal inh; C = XiGFP reactiv; D = Casp6 inh; E = E-selectin induc; F = DENV2 CPE rescue; G = CFTR F508del cor; H = GSIS activator
COc1ccc2c3c([nH]c2c1)[C@H](CO)N(C(=O)Nc1cccc(F)c1)CC31CCN(CC2CC2)CC1
  A: nt	B: 24.8	C: 0.4	D: 0.3	E: -0.4	F: -2.2	G: -0.9	H: -3.5
CCc1cccc(NC(=O)CCS(=O)(=O)c2cc3c(cc2C)NC(=O)CO3)c1
  A: 8.7	B: -3.0	C: 0.0	D: -2.6	E: nt	F: 2.3	G: -1.3	H: nt
Cc1cccc(N(C(=O)c2csnn2)C(C(=O)NC(C)(C)C)c2cccnc2)c1 (stereo not drawn)
  A: nt	B: -7.2	C: -0.4	D: -0.8	E: -1.3	F: -1.2	G: 1.2	H: 5.2
COc1ccccc1-c1cc(-c2ccccc2)nc(=O)[nH]1
  A: 9.5	B: -13.3	C: 0.4	D: -0.2	E: -0.1	F: 0.7	G: 4.2	H: 38.8
CNC[C@H]1OCCCC[C@@H](C)Oc2ccc(NS(=O)(=O)c3cn(C)cn3)cc2C(=O)N([C@@H](C)CO)C[C@@H]1C
  A: -2.8	B: nt	C: 0.0	D: nt	E: -0.3	F: 14.7	G: 0.8	H: 5.4
O=C(NCc1ccc(-c2csnn2)cc1)c1cc(Cl)cc(Cl)c1
  A: nt	B: 1.8	C: 0.1	D: -1.6	E: nt	F: -6.1	G: 0.4	H: 4.9
Nc1ccc2nc(SCC(=O)N3CCN(c4ccccc4)CC3)sc2c1
  A: nt	B: -10.2	C: 0.4	D: -0.6	E: -1.6	F: -0.2	G: -0.3	H: 1.4
C[C@@H]1CN([C@@H](C)CO)C(=O)c2cc(NS(=O)(=O)c3ccc(F)cc3)ccc2O[C@@H]1CN(C)CC1CCCCC1
  A: -3.9	B: 8.9	C: 0.2	D: 0.8	E: -0.3	F: -4.3	G: -1.7	H: -1.6
COc1ccc2c3c(n(C)c2c1)[C@@H](CO)N(C(=O)c1ccc(F)cc1)CC31CCN(CC2CCOCC2)CC1
  A: nt	B: 5.1	C: 0.2	D: 1.2	E: 0.3	F: 6.0	G: 2.5	H: 5.5
Clc1cccc(CN2CCSCC2)c1Cl
  A: 1.1	B: -17.4	C: 0.0	D: -2.9	E: nt	F: -7.9	G: -6.0	H: 13.0
C[C@@H]1CCCCO[C@@H](CN(C)S(=O)(=O)c2ccc(Cl)cc2)[C@H](C)CN([C@@H](C)CO)C(=O)c2cc(NC(=O)Nc3ccccc3)ccc2O1
  A: -6.7	B: -34.8	C: 0.3	D: -2.1	E: 0.0	F: -2.5	G: 2.4	H: 10.1
CC(=O)NS(=O)(=O)c1ccc(N2C(=O)c3ccccc3C2=O)cc1
  A: nt	B: -7.2	C: 0.0	D: -4.2	E: 0.0	F: 1.0	G: 0.8	H: -6.3
C/C(=N\NC(=O)c1ccc(CSc2cccc3cccnc23)cc1)C1CCCCC1
  A: nt	B: -11.0	C: 0.0	D: 2.3	E: -1.4	F: 102.5*	G: 3.0	H: 2.5
Nc1c(C(=O)CSc2ccccn2)c(=O)[nH]c(=O)n1C1CC1
  A: -2.7	B: -106.9	C: 0.2	D: -2.5	E: 0.7	F: -9.5	G: 2.6	H: nt
Cc1ccccc1S(=O)(=O)N1CCCCN2[C@@H](CO)[C@@H](c3ccc(-c4cccc(F)c4)cc3)[C@@H]2C1
  A: 4.5	B: -8.6	C: 0.2	D: -0.6	E: -0.2	F: -24.3	G: 0.6	H: -5.4
CC(C)C#Cc1cnc2c(c1)C(=O)N([C@H](C)CO)C[C@@H](C)[C@@H](CN(C)C(=O)Nc1cccc(F)c1)O2
  A: -9.2	B: 8.4	C: -0.2	D: -1.4	E: -0.1	F: 8.3	G: nt	H: -26.9
C[C@@H]1CN([C@H](C)CO)C(=O)c2cc(NC(=O)c3ccccc3)ccc2O[C@@H](C)CCCCO[C@@H]1CN(C)S(=O)(=O)c1cccs1
  A: -6.6	B: nt	C: 0.0	D: nt	E: 0.0	F: -4.7	G: -0.9	H: 3.5
N/C(=N\OC(=O)C1CC1)c1ccc([N+](=O)[O-])s1
  A: nt	B: -7.2	C: 0.2	D: 0.4	E: 2.0	F: -0.1	G: -2.1	H: 4.3
O=C(COc1ccc2cc(Br)ccc2c1)N1CCCC1
  A: 4.1	B: -16.5	C: 0.3	D: -4.2	E: 0.2	F: -2.5	G: 0.0	H: 4.6
Cc1cccc(C)c1OCC(=O)Nc1ccc2c(c1)C(=O)NC2=O
  A: 3.0	B: -0.1	C: 0.1	D: -0.5	E: -0.3	F: 2.0	G: -2.0	H: -7.9
CCn1nc(C(=O)NCC(c2cccs2)N2CCOCC2)c2ccccc2c1=O (stereo not drawn)
  A: 8.0	B: -12.3	C: 0.0	D: -1.6	E: -0.2	F: -2.2	G: -2.0	H: 49.6
Cc1cccc(C(=O)C2CCN(S(=O)(=O)c3ccc(C(=O)O)cc3)CC2)c1
  A: -9.6	B: -12.3	C: 0.0	D: nt	E: 0.1	F: -1.7	G: -1.7	H: 34.9
Cc1ccc(S(=O)(=O)N(C)C)cc1NC(=O)CN1C(=O)NC(Cc2c[nH]c3ccccc23)C1=O (stereo not drawn)
  A: nt	B: -12.8	C: 0.0	D: -1.6	E: nt	F: -2.0	G: -1.2	H: -13.0
COc1ccc(Cl)cc1N(C(=O)c1ccco1)C(C(=O)NC1CCCC1)c1ccncc1 (stereo not drawn)
  A: -0.6	B: -3.7	C: 0.0	D: nt	E: -0.1	F: 2.9	G: 1.3	H: -12.4
Cc1nc(N)sc1-c1csc(Nc2cccc(O)c2)n1
  A: -9.7	B: -3.2	C: -0.1	D: 15.9	E: 0.1	F: 0.7	G: 2.0	H: -8.0
O=C(COC(=O)c1c[nH]c2ccccc12)Nc1ccc([N+](=O)[O-])cc1
  A: nt	B: -7.5	C: -0.1	D: 4.3	E: nt	F: -2.2	G: -0.2	H: -25.1
O=C(COC(=O)c1ccc(F)cc1)NCCc1ccc(F)cc1
  A: nt	B: -1.4	C: 0.2	D: -2.5	E: 11.2	F: -13.9	G: -0.1	H: -11.7
CCOC(=O)c1c(NC(=O)c2cccc([N+](=O)[O-])c2C(=O)O)sc2c1CCCC2
  A: -2.3	B: -7.0	C: -0.1	D: nt	E: -0.2	F: 1.3	G: 1.8	H: 6.4
CC1CC(C)CN(C(=O)C2CCCN(c3ncnc4c3nc3n4CCCCC3)C2)C1 (stereo not drawn)
  A: -3.6	B: -0.8	C: 0.0	D: 1.6	E: nt	F: 2.5	G: -4.7	H: -7.9

Retrieved by compound from above:
Abbreviations: A = RAD54 inh; B = RAD52 anneal inh; C = XiGFP reactiv; D = Casp6 inh; E = E-selectin induc; F = DENV2 CPE rescue; G = CFTR F508del cor; H = GSIS activator
O=C(COC(=O)c1ccc(F)cc1)NCCc1ccc(F)cc1
  A: nt	B: -1.4	C: 0.2	D: -2.5	E: 11.2	F: -13.9	G: -0.1	H: -11.7
CC1CC(C)CN(C(=O)C2CCCN(c3ncnc4c3nc3n4CCCCC3)C2)C1 (stereo not drawn)
  A: -3.6	B: -0.8	C: 0.0	D: 1.6	E: nt	F: 2.5	G: -4.7	H: -7.9
